Glyco luc inh = blocks N-linked glycosylation in D54 reporter cells. D54 ERlucT glycosylation luciferase reporter, 24 h; percent of 100 nM tunicamycin response. 360,000 compounds, 0.23% hits. reporter increase, % at 12.5 µM. AID 588692;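 active means mean luciferase reporter signal, scaled so untreated is 0 and the glycosylation-blocking control 100, at or above a set limit in every replicate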;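 further: luciferase carries N-glycosylation sites so blocking glycosylation raises the light; 0% = median of neutral control wells and 100% = median of 100 nM tunicamycin wells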
ABCB6 inh 2 = human ABCB6 transporter inhibition | Q9NP58 | K562-ABCB6 porphyrin accumulation, flow cytometry, 1 h; stronger effect = lower value | fluorescence ratio to DMSO, % at 10 µM | 360,000 compounds, 0.19% hits | AID 602162;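 active means fluorescence ratio to DMSO below 75%, the collection mean minus 3 SD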;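 further: signal is porphyrin accumulated inside mitochondria; 100% equals median channel fluorescence of DMSO control wells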
MC4R antagonist = antagonists of human melanocortin 4 receptor (MC4R); P32245; MC4R-expressing cells, MTII-stimulated cAMP, LANCE TR-FRET; inhibition, % at 6.5 µM; 360,000 compounds, 0.48% hits; AID 540295;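 active means inhibition above its plate's cutoff, the mean of tested wells on that plate plus 3 SD, cut at about 29% in these data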;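 further: 0% = Melanotan II alone and 100% = Melanotan II plus saturating MCL0020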
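Assay system: human MC4R-expressing U2OS cells; reagent: Melanotan II stimulation of cells; dosing: 6.5 µM single dose; timing: compound 30 min, challenge 1 h, detection 1 h; signal: TR-FRET cAMP assay; replicates: one well per compound, no replicates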
MC4R barr agon = human MC4R agonism via beta-arrestin; U2OS MC4R beta-arrestin complementation, luminescence; percent of melanotan II response, DMSO zero; activation, % at 8.9 µM; 360,000 compounds, 0.98% hits; AID 540308;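 active means activation above a per-plate cutoff, the mean activation of sample wells on that plate plus 3 SD, cut at about 8% in these data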
aDG glyco up = alpha-DG glycosylation activation | Pro5-aDG cells, alpha-DG glycosylation AlphaScreen (IIH6); 0% Pro5, 100% B10-LARGE cell signal | activation, % at 10 µM | 360,000 compounds, 0.22% hits | AID 624168;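 active means activation of at least 8% versus controls, or a plate z-score of at least 8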;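 further: Pro5 are CHO cells carrying HIG-tagged alpha-DG that lacks glycosylation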
Cardio protect = myocardial damage modulation in H9c2 cells; H9c2 cardiomyocytes, H2O2 injury protection, ATPLite, 2 h; protection from H2O2 cell death, % at 20 µM; 360,000 compounds, 0.63% hits; AID 588492;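 active means compounds giving at least 50% protection of heart cells from peroxide-induced death in the single-dose screen, raw or plate-pattern-corrected value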;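 further: 0% = DMSO wells with peroxide and 100% = DMSO wells without peroxide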
HTR2A ag = agonists of mouse serotonin 5-HT2A receptor (HTR2A) | P35363 | 360,000 compounds, 0.66% hits | CHO-K1 mHTR2A beta-arrestin complementation, luminescence; percent of 30 µM serotonin response | activation, % at 7.6 µM;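 active means activation above a run cutoff, the mean activation of all tested compounds plus 3 SD, cut at about 14% in these data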;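 further: 0% = plate median of compound wells and 100% = 30 µM serotonin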
Target sequence (P35363 whole entry, looked up): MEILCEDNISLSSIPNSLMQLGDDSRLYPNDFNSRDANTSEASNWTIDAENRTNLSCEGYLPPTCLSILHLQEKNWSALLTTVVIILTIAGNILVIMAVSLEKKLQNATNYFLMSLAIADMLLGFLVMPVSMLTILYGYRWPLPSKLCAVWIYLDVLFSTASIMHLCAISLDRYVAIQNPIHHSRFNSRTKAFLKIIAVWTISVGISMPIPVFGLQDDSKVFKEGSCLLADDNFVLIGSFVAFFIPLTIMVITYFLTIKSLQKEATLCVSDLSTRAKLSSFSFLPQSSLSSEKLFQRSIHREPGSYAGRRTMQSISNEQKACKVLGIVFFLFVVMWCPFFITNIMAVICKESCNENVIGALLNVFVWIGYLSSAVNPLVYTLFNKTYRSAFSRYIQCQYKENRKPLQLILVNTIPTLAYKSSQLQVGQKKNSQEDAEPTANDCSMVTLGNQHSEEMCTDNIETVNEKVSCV
PDI turbidity = inhibitors of human protein disulfide isomerase; PDI insulin aggregation turbidity, A650, 90 min; P07237; AID 588391; inhibition, % at 10 µM; 350,000 compounds, 0.052% hits;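 active means mean inhibition across replicates of 30% or more, whatever share of single replicates reach that level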;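 further: absorbance from insulin aggregation driven by PDI reduction with DTT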
Target sequence (P07237 whole entry, looked up): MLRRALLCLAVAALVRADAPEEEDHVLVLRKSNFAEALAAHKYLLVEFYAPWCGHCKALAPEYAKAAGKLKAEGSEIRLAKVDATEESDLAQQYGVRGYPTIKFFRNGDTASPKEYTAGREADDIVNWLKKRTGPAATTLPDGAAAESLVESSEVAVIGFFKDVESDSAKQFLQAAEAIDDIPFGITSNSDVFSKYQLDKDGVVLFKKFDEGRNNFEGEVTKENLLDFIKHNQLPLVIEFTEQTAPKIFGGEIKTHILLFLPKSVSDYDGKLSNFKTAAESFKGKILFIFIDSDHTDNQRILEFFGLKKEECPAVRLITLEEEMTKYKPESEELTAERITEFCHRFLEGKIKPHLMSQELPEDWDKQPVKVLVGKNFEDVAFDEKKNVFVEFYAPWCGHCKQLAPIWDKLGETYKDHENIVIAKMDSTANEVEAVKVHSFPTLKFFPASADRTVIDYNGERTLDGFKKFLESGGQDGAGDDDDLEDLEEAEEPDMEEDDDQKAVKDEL
CaV13 FRET inh = Primary screen for inhibitors of IQ motif and Ca2+-dependent inactivation inhibitor domain binding in CACNA1D, Förster resonance energy transfer in living cells, … | HEK cells, CFP/YFP FRET ICDI-IQ, plate reader, 10 min; percent FRET-ratio fall versus neutral wells | inhibition, % at 12.3 µM | 340,000 compounds, 0.098% hits | AID 743397;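 active means mean replicate inhibition of at least 30% and at least 1% of replicates passing that level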;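 further: 0% = median of the neutral control wells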
Vif inh = HIV Vif inhibition; HEK293T cells, Vif self-association by quenched fluorescence, imaging, 24 h; inhibition, % at 7.49 µM; 340,000 compounds, 0.35% hits; in the data active means inhibition above about 50%, passing the limit was not always enough; further: some results filed as inactive read as strong as hits
Active calls of the source: *; x = no result given.

Order of results – Glyco luc inh, ABCB6 inh 2, MC4R antagonist, MC4R barr agon, aDG glyco up, Cardio protect, HTR2A ag, PDI turbidity, CaV13 FRET inh, Vif inh
Cc1ccc(C)n1-c1ccc(NC(=O)c2ccccc2)cc1
  -2, 108, 6, -1.2, -0.2, -3, 0, 2, -3, 2
O=C(CSc1n[nH]c(=O)n1Cc1ccccc1)Nc1ccc(N2CCOCC2)cc1
  0, 97, 1, -4.2, -0.2, -5, -1, 11, -7, 1
Cc1noc(-c2ccccc2)c1NC(=O)Nc1ccccc1
  2, 91, 2, -0.6, 0.0, 4, 0, 6, -19, 8
CC1CN(CCCSc2ccc(Cl)cc2)CC(C)O1 (centres undefined)
  -2, 97, 4, -1.5, 0.2, 9, 3, 0, -20, -2
COc1cccc(C(=O)Nc2ccc3nc(N4CCOCC4)cc(C)c3c2)c1
  2, 102, 7, -0.8, -0.2, 48, -3, 2, -5, x
CCCCN(Cc1ccco1)C(=O)c1cc2c(=O)[nH]c3ccc(C)cc3c2s1
  17, 96, 8, 36*, -0.1, -8, 3, x, -11, -14
CCC(CC)c1nnc(NC(=O)C2COc3ccccc3O2)s1 (centres undefined)
  -10, 104, 1, 2.0, -0.1, -1, 3, 11, -6, x
CC(=O)Nc1ccc(S(=O)(=O)N=S(C)(C)=O)cc1
  2, 94, 1, 0.3, -0.2, 4, 2, -5, -5, -1
COC(=O)c1cc(NC(=O)C2COc3ccccc3O2)cc(C(=O)OC)c1 (centres undefined)
  3, 92, 3, 0.0, -0.1, -1, 0, 11, -9, 2
NCC(c1ccccc1)c1c[nH]c2ccccc12 (centres undefined)
  -1, 94, 4, -4.6, 0.3, 3, -6, -4, -17, -5

Part of the list above, reduced to aDG glyco up and PDI turbidity:
| SMILES | aDG glyco up | PDI turbidity |
| --- | --- | --- |
| Cc1ccc(C)n1-c1ccc(NC(=O)c2ccccc2)cc1 | -0.2 | 2 |
| COc1cccc(C(=O)Nc2ccc3nc(N4CCOCC4)cc(C)c3c2)c1 | -0.2 | 2 |

Following part.
Order of results – Glyco luc inh, ABCB6 inh 2, MC4R antagonist, MC4R barr agon, aDG glyco up, Cardio protect, HTR2A ag, PDI turbidity, CaV13 FRET inh, Vif inh
Cn1c(-c2sc3cc(C(F)(F)F)cnc3c2-c2cccnc2)n[nH]c1=S
  2, 96, 5, -2.1, -0.1, -11, 1, -1, x, 16
COc1ccc(CNC(=O)C2(C)Cc3c(-c4ccc5c(c4)OCO5)ccnc3O2)cc1OC (centres undefined)
  2, 88, 3, -0.4, 0.5, 7, 1, -8, -4, x
COc1ccc(N/N=C2/CCCCC2=O)cc1
  6, 93, -3, -2.7, 2.0, 7, 4, -2, x, x
COc1cccc(-n2cn[nH]c2=S)c1
  2, 101, 7, -2.0, 0.1, -2, 7, 4, -5, -6
CC1CCCCN1C(=O)Cn1c(=O)oc2ccccc21 (centres undefined)
  0, 101, 5, -0.7, -0.1, 5, 4, 0, -8, 19
CCn1ccnc1C(O)c1cccc(OC)c1 (centres undefined)
  1, 95, -3, -0.1, -0.2, 6, 4, 10, -6, 1
N#Cc1c(C#N)c(-c2ccccc2)n(-c2ccc(C(=O)O)cc2)c1N
  1, 95, 5, 1.3, 0.4, -5, 3, 3, x, 0
Cc1nc2sccc2c(=O)n1-c1cccc(Cl)c1
  2, 91, 5, -2.0, 0.1, -2, 3, -2, -4, 4
CCOC(=O)C1=C(CC)OC(N)=C(C#N)C1c1cccs1 (centres undefined)
  1, 94, -6, 3.7, -0.1, -1, -2, 13, -7, -3
N#Cc1c(N)nc(Sc2ccc(Cl)cc2)c(C#N)c1-c1ccccc1Cl
  -11, 98, 7, 2.8, 1.2, -13, 1, 9, -4, -1
COc1ccccc1C(=O)NCCSCc1c(F)cccc1Cl
  -2, 100, -7, -1.4, 0.1, 0, -3, -1, 7, 3
O=C(COC(=O)Cn1cnc2ccccc2c1=O)Nc1ccc(Cl)cc1
  2, 103, 8, 0.5, 0.7, -7, -2, 4, -19, -1
CCOC(=O)N1CCN(Cc2c(NC(=O)c3ccco3)sc(C)c2C)CC1
  -1, 99, 11, -2.9, 0.3, -2, -1, -4, -1, -9
CCOC(=O)C1C(=O)CC(C)(O)C(C(=O)OCC)C1c1ccc(F)cc1 (centres undefined)
  3, 100, 13, -1.2, 0.0, -2, 2, 1, -9, 13
CCOC(=O)c1cn(Cc2ccc(C)cc2)c2cc(F)ccc2c1=O
  -2, 100, -7, 0.8, 0.0, 2, -1, -4, -4, -1
CC1=C(C(=O)OCC(C)C)C(c2ccc(F)cc2)NC(=O)N1 (centres undefined)
  3, 98, 4, -1.9, -0.1, -13, -1, -4, -4, -15
Cc1cc(C)n(CC(=O)NCc2cc(-c3nn(C)c(=O)c4ccccc34)ccc2C)n1
  2, 94, 7, 0.5, 0.0, -4, 5, 2, x, x
COc1cc(/C=N/NC(=O)c2ccccc2)ccc1O
  2, 102, -4, 0.5, 0.4, 2, -3, 4, -4, -4
c1ccc2c(c1)CCc1c(-c3ccncc3)n[nH]c1-2
  15, 97, 4, -0.8, 0.4, -12, -6, -1, -3, -9
O=C(NCCc1ccccc1)c1ccccc1Cl
  -17, 101, -1, -1.0, 0.0, -10, -2, -2, -3, 4
CC(=O)c1cccc(NS(=O)(=O)c2ccc3c(c2)oc(=O)n3C)c1
  0, 94, -1, 1.5, 0.0, -3, 0, 4, -4, -2
Cc1ccc(S(=O)(=O)CCN2CCN(c3ccccc3)CC2)cc1
  -1, 101, 12, 0.9, 0.1, 2, -2, -1, -6, 5
O=C(Oc1ccc(/C=N/NC(=O)c2ccccc2F)cc1)c1ccccc1
  5, 106, -22, -1.9, -0.1, -8, 4, -5, -3, 12
Cn1c(SCC(=O)c2c(N)n(C)c(=O)n(C)c2=O)nnc1-c1ccccc1
  1, 101, 7, -1.9, -0.1, 11, 0, 5, -4, 1
COc1ccc2c(c1)CCc1c(C(=O)Nc3c(C)n(C)n(-c4ccccc4)c3=O)noc1-2
  1, 102, 17, 0.1, 0.0, -11, 0, -7, -9, -2
O=C(CSC(=S)N1CCOCC1)c1cc(Br)cc(Br)c1O
  0, 180, 4, 0.4, -0.1, 23, 4, 7, -4, -2
Cc1ccc(N)c(C(O)(C(F)(F)F)C(F)(F)F)c1
  1, 98, -3, 0.8, -0.1, -3, 5, -3, -3, 3
CC(=O)c1c(C)nn(-c2ccccc2)c1C
  2, 97, 5, 0.7, 0.0, 0, 2, -3, 2, -4
O=C(Nc1ccccc1)N(CCc1nc2ccccc2[nH]1)C1CCCC1
  -1, 102, 3, -0.4, 0.5, -1, -2, 11, -7, 6
COc1ccc(N/C=C/C(=C(C#N)C#N)N(C)C)cc1
  2, 91, -5, -0.4, -0.3, 3, -1, -7, 11, 0
COc1ccc2c(-c3ccccc3)cc(N3CCOCC3)nc2c1
  1, 100, 15, 0.7, 0.5, -13, -2, -4, x, -1
CCOc1ccc(NC(=O)c2ccc(Cn3nc(C)cc3C)o2)cc1
  -2, 100, 7, -1.4, 0.0, 0, 2, 4, -6, -1
O=C(NCc1ccccc1Cl)c1csc2c1CCCCC2
  -2, 97, 0, -1.6, 0.0, -11, -4, -2, -5, 3
c1ccc(CSc2ncnc3c2oc2ccccc23)cc1
  -1, 93, 17, 2.2, 0.5, -3, 6, -11, x, 5
CC(Sc1nnc(C2CC2)n1C1CC1)C(=O)N(C)C1(C#N)CCCCC1 (centres undefined)
  0, 97, 0, -2.0, -0.2, 6, 1, -1, -7, 3
N#Cc1ccc(-c2ccc(OCC(O)Cn3nnc4ccccc43)cc2)cc1 (centres undefined)
  -1, 98, 6, -0.5, 5.2, -19, -3, 22, -5, -29
C=CCn1c(SCC(=O)N(CCOC)c2c(N)n(CC(C)C)c(=O)[nH]c2=O)nc2ccccc21
  -1, 102, 6, -0.9, -0.1, -5, 10, -2, -5, 1
COc1cccc(-n2c(SCc3cc(=O)oc4cc(O)c(O)cc34)nc3ccccc3c2=O)c1
  -6, 98, -53, -2.0, 0.0, 42, 4, -26, -5, -2
CC(NC(=O)CCc1ccccc1)c1ccc2c(c1)OCO2 (centres undefined)
  -2, 96, 1, 1.2, -0.1, 5, 2, 16, 3, -3
CC(O)CNc1ccc(-c2n[nH]c(=O)c3ccccc23)cc1[N+](=O)[O-] (centres undefined)
  -5, 97, -18, -2.3, 0.0, 36, -6, -8, -3, 19
COc1ccc(C(=O)NCCc2nnc3ccc(SCC(=O)Nc4cc(C)on4)nn23)cc1
  1, 102, 10, 0.1, 0.0, 1, 3, 0, -16, -20
Cc1ccc(NC(=O)C2CCN(S(C)(=O)=O)CC2)cc1Cl
  4, 95, 20, 1.2, 0.0, -2, -9, -2, -6, -1
O=C(CN1C(=O)C(=O)N(Cc2ccco2)C1=O)Nc1ccc(F)c(F)c1F
  2, 102, 13, -0.2, -0.3, 9, -6, -8, -2, 2
COc1ccc(-n2c(CN3CCN(c4ccccc4OC)CC3)nc3ccc([N+](=O)[O-])cc3c2=O)c(OC)c1
  -3, 98, 4, -2.4, -0.2, 7, -7, -16, -17, -7
Cc1ccc2sc(C)cc(=O)c2c1
  2, 91, -4, 0.8, 0.0, 3, 1, -1, -5, 27
COc1cc(OC)cc(C(=O)NNC(=O)C2CCCC2)c1
  3, 100, 5, 0.0, 0.0, -4, 3, 4, -8, 4
Fc1ccc(-c2cc(C(F)(F)F)nc(N3CCCCC3)n2)cc1
  -1, 96, 14, 0.6, 0.9, -8, -2, 6, -3, 6
O=C(Nc1nnc(S(=O)(=O)N2CCOCC2)s1)c1ccccc1Cl
  2, 105, 11, -0.6, -0.3, 5, -3, x, 4, x
COc1ccccc1NC(=O)CSc1ncn(-c2ccccc2)n1
  -1, 98, -1, -2.1, 0.1, 10, -3, -11, -6, 0

Compound activity from PubChem BioAssay.
